S3 lipid droplet: qHTS Assay for Lipid Storage Modulators in Drosophila S3 Cells; Drosophila S3 cells, BODIPY lipid droplet fluorescence, 18-24 h; cells fed with added oleic acid; Potency in µM for hits, for the others lipid storage change, negative = inhibition, % at the top dose, mostly 46.1 µM; 320,000 tested, 0.64% active; AID 2685; active = well fitted inhibition curve with a large enough effect in the signal ratio, with a control signal flat, not every such curve was filed as active; inconclusive = small, poorly fitted or top-dose-only effect, or effect the other way, or a change in a side signal; the % refers to the signal ratio
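Laser-scanning cytometry quantifies lipid droplet accumulation (500–530 nm total intensity; droplet/cell object ratio) in oleic acid-fed (400 uM added) Drosophila S3 cells treated with a concentration series. 20 uM Triacsin C defined 100% inhibition.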
S3 lipid droplet cell count max: also measured in S3 lipid droplet; calls as there; cell number change, %; measured here: cell count max response;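 cells counted by Cell Tracker Red CMTPX staining in the red channel; peak over a dose series mostly up to 46.1 µM; percent activity relative to internal control wells on each plate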
* = called active by the depositor; i = inactive; ? = inconclusive; nt = no result given; [ ] = another dose, or the depositor's remark. % is set by controls: 0 for no effect and ±100 for the full control effect; potency is the fitted concentration of half-maximal effect. An excerpt (hit frequency here may not be typical).

smiles | S3 lipid droplet | S3 lipid droplet cell count max
CCC(C)NCCOc1cccc(Br)c1 (stereo unspecified) | ? | nt
O=C1NC(=O)C2(COC(c3ccncc3)OC2)S1 (stereo unspecified) | ? | nt
COc1ccc(OC)c(NC(=O)Nc2ccccc2C)c1 | ? | nt
S=c1[nH]c(-c2ccc(Br)cc2)cn1CCc1ccccc1 | 6.4% | -21.4
Cc1cc(C)n2nc(SCc3nnc(-c4cccs4)o3)nc2n1 | ? | nt
Cc1ccc(S(=O)(=O)n2nc(OC(=O)c3cccc(F)c3)cc2N)cc1 | ? | nt
CCN(CC)c1ccc(/C=N/NC(=S)NCc2ccco2)cc1 | ? | nt
CSc1ccccc1OCc1cc(C(=O)N2CCC[C@H]2C(N)=O)no1 | ? | nt
O=C(Cn1cc(/C=N/NC(=O)c2cccc(C(F)(F)F)c2)c2ccccc21)Nc1ccc(F)cc1 | -8.0% | -13.0
O=C(CSC1=NS(=O)(=O)c2cc(F)ccc2N1)Nc1ccccc1F | i[0.0737 µM] | nt
CN(c1ccccc1)S(=O)(=O)c1cccc(C(=O)NNC(=O)c2ccccc2)c1 | ? | nt
Cc1ccc(C)c(C(=O)COC(=O)c2cccc(N3C(=O)c4c(C)nc5ccccc5c4C3=O)c2)c1 | ? | nt

Arranged by length of the SMILES (rising): 3 of the compounds above.
smiles | S3 lipid droplet | S3 lipid droplet cell count max
CCN(CC)c1ccc(/C=N/NC(=S)NCc2ccco2)cc1 | ? | nt
Cc1ccc(S(=O)(=O)n2nc(OC(=O)c3cccc(F)c3)cc2N)cc1 | ? | nt
O=C(Cn1cc(/C=N/NC(=O)c2cccc(C(F)(F)F)c2)c2ccccc21)Nc1ccc(F)cc1 | -8.0% | -13.0

(continued)
smiles | S3 lipid droplet | S3 lipid droplet cell count max
CC(=O)c1ccc(NC(=S)Nc2ccc3[nH]c(=O)[nH]c3c2)cc1 | ? | nt
Cc1ccc(-c2nc(CS(=O)(=O)CC(=O)NCCN3CCCC3)c(C)o2)cc1 | ? | nt
O=C(Nc1ccccc1Cl)NC1(C(=O)NCCCN2CCOCC2)CCCCC1 | ? | nt
O=C(/C=C/c1ccc([N+](=O)[O-])cc1)c1cccs1 | 7.2% | 1.7
Cc1cc(NC(=O)CSc2nncc(=O)n2N)no1 | 12.0% | nt
C/C(CC(=O)NC(C)C)=N\NC(=O)COc1cc(C)c(Br)cc1Br | ? | nt
CCC(CC)C(=O)Nc1nnc(SCC(=O)NC2CCCCC2)s1 | i | 18.3
CCC(=O)c1ccc(OC(C)C(=O)NC2(C#N)CCCCC2)cc1 (stereo unspecified) | i | 16.6
CSc1nc2nc(C(F)(F)F)cc(-c3ccccc3)n2n1 | ? | nt
CCC(CC)C(=O)Nc1cccc(C(=O)Nc2ccc(S(N)(=O)=O)cc2)c1 | -1.6% | 12.2
CCOC(=O)C(C(=O)OCC)N(C#N)c1nc(SC)nc(N(C)C)n1 | i | nt
O=C(O)[C@H]1CCCC[C@H]1C(=O)NCCNC(=O)[C@@H]1CCCC[C@@H]1C(=O)O | 26.2% | 5.5
COc1ccccc1-c1noc(CCCC(=O)NC2CCCCC2)n1 | i | 9.2
COC(=O)c1nn(-c2ccc(OC)cc2)c(=O)cc1O | 15.0% | nt
COc1ccc(/C=N/N2CCN(Cc3ccc(C)cc3)CC2)cc1Br | ? | nt
O=C(NCCOc1ccccc1F)Nc1ccc(Br)cc1 | 4.5% | -7.1
Cc1ccc(CCNC(=O)C2CC(=O)N(C3CCCCC3)C2)cc1 (stereo unspecified) | 29.8% | nt
CCCNCC1C(Oc2ccc(Cl)cc2)C(=O)N1c1ccccc1C (stereo unspecified) | ? | nt
O=C1C=C(Nc2ccc(Cl)cc2)C(=O)N1c1ccc(Cl)cc1 | 2.5% | 9.7
CN1CCN(S(=O)(=O)c2cccc(C(=O)N3CCc4ccccc43)c2)CC1 | -7.9% | -22.1
COc1ccc(S(=O)(=O)N2CCOCC2)cc1NC(=O)CSc1cccc[n+]1[O-] | 7.0% | 3.6
O=C(COc1ccc(S(=O)(=O)N2CCOCC2)cc1)N1CCOCC1 | ? | nt
CCc1ccccc1NC(=O)CCCSc1nc2ccccc2s1 | ? | nt
COc1ccc(CN2CCN(CC3CC3)CC2CCO)c(C)c1C (stereo unspecified) | ? | nt
Cc1cc(C(=O)Nc2sc(C)c(C)c2C#N)c(C)o1 | ? | nt
Brc1c(CSc2nncc3ccccc23)nc2ccccn12 | 16.0% | 22.9
CCOC(=O)N1CCN(c2c(NCc3ccc(F)cc3)c(=O)c2=O)CC1 | ? | nt
Cc1cc(N2CCN(C)CC2)nc2ccc(NC(=O)CCC(=O)NCc3ccco3)cc12 | 3.8% | -16.4
Cc1ccc(-c2noc(CCCC(=O)Nc3cccnc3)n2)cc1 | ? | nt
COc1ccc(OC)c(CNC(=O)CCn2nc(C)c3c(C)n(-c4ccccc4)nc3c2=O)c1 | 3.2% | -18.8
Cc1cccc(-c2nc(CS(=O)CC(=O)NCCCSC3CCCCC3)c(C)o2)c1 (stereo unspecified) | 25.2% | -2.2
CCN(CC)C(=S)SCC(=O)c1c(C)[nH]c2ccccc12 | -11.5% | -18.6
COc1ccc(N2CCN(C(=O)CNC(=O)Cn3c(C)cc4ccccc4c3=O)CC2)cc1 | 5.2% | 0.8
O=C(NC(=S)Nc1ccc(Oc2ccccc2)cc1)c1ccc(Cl)cc1 | ? | nt
C/C(=N\NC(=O)CCC(=O)NCc1ccccc1)c1ccco1 | i | -18.1
COC(=O)c1cn(NC(=O)c2cc(OC)c(OC)c(OC)c2)c(=O)c2ccccc12 | ? | nt
Cc1cccc(N(CC(=O)NCc2ccccc2)C(=O)Cn2nnc(-c3ccc(C)o3)n2)c1 | ? | nt
CC(NS(=O)(=O)c1ccc(Br)cc1)C(=O)Nc1nc2ccccc2[nH]1 (stereo unspecified) | -2.2% | 2.8
CCC1CCCCN1C(=O)N[C@@H](CCSC)C(=O)OC (stereo partly specified) | ? | nt
O=C(NNC(=O)c1ccccc1Cl)c1csc(N2CCOCC2)n1 | ? | nt
Cc1ccc(S(=O)(=O)N2CCOCC2)cc1C(=O)OCCOc1cccc(Cl)c1 | 19.8% | 4.7
O=C(Cc1ccc(Br)cc1)Nc1cccc(-c2cn3c(n2)SCC3)c1 | ? | nt
Cc1csc(CNC(=O)CC2C(=O)NCCN2Cc2ccc(F)cc2Cl)n1 (stereo unspecified) | ? | nt
CSc1ccc(/C=C/C(=O)OCC(=O)N(C)CCC#N)cc1 | ? | nt
O=C(N/N=C\c1cc2c(cc1Cl)OCO2)c1cccs1 | ? | nt
COc1ccccc1NC(=O)c1ccc(NC(=O)CSc2nnnn2C)cc1 | ? | nt
CCOC(=O)CN(C(=O)CN1CCOCC1)c1ccc(Br)cc1 | ? | nt
C=CCNC(=O)Cn1c(=O)c2c(ncn2CCC(C)C)n(Cc2ccccc2)c1=O | i | 8.3
CCOc1ccccc1N1CCN(S(=O)(=O)c2cccs2)CC1 | ? | nt
Cc1cc(C)c(S(C)(=O)=O)c(Oc2cccc(Cl)c2)n1 | ? | nt
CCNC(=S)NNC(=O)c1cc(-c2cccc(OCC)c2)nc2ccccc12 | ? | nt
COC(=O)c1cn[nH]c1NC(=S)Nc1ccc(C)cc1Cl | ? | nt
O=C(Nc1nnc(C2CC2)s1)c1cccc(S(=O)(=O)N2CC(c3ccccc3)CC2=O)c1 (stereo unspecified) | 14.3%[9.22 µM] | nt
COC(=O)c1ccc(CN(c2ccc(C(=O)O)c(O)c2)S(=O)(=O)c2ccc(Cl)c([N+](=O)[O-])c2)cc1 | ? | nt
Clc1ccc(-c2n[nH]c3c2CCC3)c(Cl)c1 | ? | nt
COc1ccc(NC(=O)c2ccc3c(c2)NC(=O)CS3)cc1 | ? | nt
CCOc1ccc(-n2c(=O)[nH]cc(C(=O)Nc3ccc(OC)c(OC)c3)c2=O)cc1 | 9.7% | nt
O=C(NCCOC(=O)c1ccc(F)cc1)c1ccc(F)cc1 | ? | nt
Nn1c(SCC(=O)NC2CCCc3ccccc32)nnc1-c1cccs1 (stereo unspecified) | ? | nt
CC1Cc2ccccc2N1C(=O)COC(=O)c1ccc(S(=O)(=O)N(C)C)cc1 (stereo unspecified) | -0.4% | 3.2

Carrying on:
smiles | S3 lipid droplet | S3 lipid droplet cell count max
COc1cccc(NC(=O)CN(C)C(=O)c2ccccc2OCc2c(C)noc2C)c1 | 21.8% | nt
COc1ccc(N2C(=O)CC(Sc3ccccc3C(=O)O)C2=O)c([N+](=O)[O-])c1 (stereo unspecified) | ? | nt
COCc1nc(-c2cc(OC)c(OC)c(OC)c2)no1 | 14.8% | -15.8
CCCOc1ccc(Cn2cnc3ccccc32)cc1 | ? | nt
O=C(OCCOc1ccccc1)c1cccc(S(=O)(=O)N2CCOCC2)c1 | 9.3% | 4.5
CCOc1ccc(N2C(=O)CC(N3CC(C)OC(C)C3)C2=O)cc1 (stereo unspecified) | i | nt
CCOC(=O)c1c(C)oc(NC(=O)COc2ccc(Cl)cc2C)c1C#N | ? | nt
COc1cccc(NC(=O)CCCCCN2C(=O)[C@@H]3Cc4ccccc4CN3C2=O)c1 | ? | nt
CCC(=O)Nc1cccc(C2=NOC3(C2)C[C@@H](C(N)=O)N(C(=O)C(c2ccccc2)c2ccccc2)C3)c1 (stereo partly specified) | 0.5% | 10.9
CCOc1ccc(N=Nc2c(N)[nH][nH]c2=O)cc1 | 0.7% | 13.4
Cc1cc(C(=O)N/N=C/c2c(C)[nH]c3ccccc23)n[nH]1 | ? | nt
CCCCc1ccc(NC(=S)NCc2ccccc2OC)cc1 | ? | nt
O=C(CN1CCOCC1)N/N=C/c1ccccc1 | ? | nt
Cc1ccccc1OCc1nc(-c2ccccc2)no1 | ? | nt
O=C(CNC(=O)c1ccccc1Br)N/N=C/c1cccnc1 | i | 28.4
CCc1cccc(NC(=O)CSCc2nc3sc(C)c(C)c3c(=O)[nH]2)c1 | ? | nt
Cc1cc(C)n2c(SCC(=O)N3CCN(S(=O)(=O)c4ccc(Cl)cc4)CC3)nnc2n1 | 26.4% | -2.7
O=C(CSc1nc2c(sc3ccccc32)c(=O)n1CCCN1CCCC1)NCC1CCCO1 (stereo unspecified) | -2.3% | -3.8
O=C(COC(=O)c1sc2cc(Cl)ccc2c1Cl)Nc1ncc(Cl)cc1Cl | ? | nt
O=C(c1ccc2nc(-c3ccco3)c(-c3ccco3)nc2c1)N1CCN(c2ccccc2)CC1 | ? | nt
CN(CC(=O)Nc1ccc(S(=O)(=O)N2CCCC2)cc1)Cc1ccc(Cl)cc1Cl | ? | nt
CN1C(=O)[C@H]2[C@@H](/C=C/c3ccccc3)N3C(=O)CN(Cc4ccccc4)C(=O)[C@@]3(C)[C@H]2C1=O | -16.0% | 21.3
COc1ccc(Br)cc1/C=N/n1c(-c2ccccc2)n[nH]c1=S | 17.9% | 23.6
COc1cccc(/C=C(\C)C(=O)c2c(C)cc(C)[nH]c2=O)c1OC | 16.2% | 10.0
CC1(C)CC(=O)C=C(NCCc2ccccc2)C1 | 22.1% | 5.2
Cc1cc(C)c(CN2CCC(CO)(CCOc3ccccc3)CC2)cc1C | -7.2% | -24.0
COc1ccc(S(=O)(=O)Nc2cccc(-c3ccc4nncn4n3)c2)cc1F | ? | nt
CCN(C(=O)COC(=O)COc1ccc(Cl)c(C)c1)C1CCS(=O)(=O)C1 (stereo unspecified) | ? | nt
COC(=O)C1(C)NC(c2ccc(O)cc2)C2C(=O)N(c3ccc(F)cc3)C(=O)C21 (stereo unspecified) | ? | nt
COc1cc(/C=C(\NC(=O)c2ccccc2)C(=O)NC(C(=O)O)c2ccccc2)cc(OC)c1OC (stereo unspecified) | ? | nt
O=c1c2ccccc2nc(SCc2ccccc2Cl)n1Cc1ccccc1 | ? | nt
O=C(Nc1ccccc1C(=O)N1CCN(CCO)CC1)c1cccc([N+](=O)[O-])c1 | ? | nt
N#C/C(=C\c1cn(Cc2ccc(C#N)cc2)c2ccccc12)C(=O)NCc1cccs1 | 20.0% | 0.8
CC(=O)Nc1nc(-c2cccs2)cs1 | 11.7% | -17.0
COc1ccccc1N(CC(=O)Nc1cc(C)on1)S(=O)(=O)c1cccc(C(F)(F)F)c1 | ? | nt
Cn1c(=O)oc2cc(S(=O)(=O)N3CCCC(C(=O)NCC4COc5ccccc5O4)C3)ccc21 (stereo unspecified) | i | nt
COc1ccc(NC(=O)CSc2nc(-c3ccncc3)nn2CC(=O)N2CCCC2)cc1 | 20.0% | 16.9
CCN(CC)S(=O)(=O)c1cccc(-c2nc3n(n2)Cc2ccccc2-3)c1 | ? | nt
CCOc1c(N2CC(C)OC(C)C2)c(=O)c1=O (stereo unspecified) | -2.8% | -16.5
COc1cc(/C=C/C(=O)c2ccc(NS(=O)(=O)c3ccc(C)cc3)cc2)cc(OC)c1O | -10.6% | -14.2
O=C1COc2ccc(C(=O)COC(=O)c3cccnc3Cl)cc2N1 | ? | nt
Cc1ccccc1NC(=O)Cc1nc(CSc2nnc(C3CCCCC3)n2N)cs1 | 15.2% | -4.4
CCCC(=O)N(C1CC(C)C(C#N)(C#N)C1(C#N)C#N)N(C)C (stereo unspecified) | ? | nt
CCOC(=O)C(=O)N=Nc1c(O)[nH]c2ccccc12 | ? | nt
COc1ccc(OCC(O)CN2CCCCCC2)cc1 (stereo unspecified) | -0.8% | 9.3
CCN(CC)CCC(C)OC(=O)c1ccc(O)cc1O (stereo unspecified) | -6.1% | 9.7
CN(C)S(=O)(=O)N1CCN(C(=O)N2CCCCCC2)CC1 | ? | nt

Assay outcomes from PubChem.
